MEP2 TOR yeast – modulators of MEP2-GFP levels in yeast, primary screen, S. cerevisiae, multiplex flow cytometry, MLPCN library. GFP response vs DMSO, % at 10 µM. 0.51% of 330,000 active. S. cerevisiae MEP2-GFP strain, 3 h; 100% = DMSO control level;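 active = GFP response versus DMSO above a set limit, roughly screen mean plus 3 SD, cut at about 180% in these data; inconclusive = fewer than 70 cells counted for a yeast strain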;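 note: median GFP fluorescence of the barcode-gated MEP2-GFP cells per well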
EBNA-1 inh – EBNA-1 DNA-binding inhibitors, primary screen, biochemical, fluorescence polarization | inhibition, % at 14.8 µM | 0.34% of 300,000 active; in the data active = inhibition above about 28%
AHR act – AHR activators, primary screen, cell-based, luminescence, luciferase reporter, human | Aryl hydrocarbon receptor (Homo sapiens), P35869 | AHR-responsive luciferase reporter cells | activation, % at 5 µM | 2.5% of 320,000 active | AID 2796, 2010; in the data active = activation above about 47%;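 note: 0% = vehicle wells and 100% = reference agonist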
proCasp7 act – procaspase-7 activators, primary screen, counter-screen for procaspase-3 activator project, biochemical, absorbance, HTS, human; activation, % at 8.5 µM; recombinant procaspase-7, Ac-DEVD-pNA absorbance 405 nm; D23A/D198A/D206A triple mutant, cannot self-cleave; scale: DMSO 0, 5 µM enzyme 100; Caspase-7 (Homo sapiens), P55210; AID 463210, 2010; 0.093% of 330,000 active;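 active = percent activation above the screen-wide mean plus 3 SD, cut at about 25% in these data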
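Assay system: Uncleavable procaspase-7 mutant enzyme / Input: 2 µM procaspase-7 mutant as dispensed / Dosing: single nominal 8.5 µM compound dose, 0.8% DMSO final / Timing: 1 h enzyme–compound preincubation and 2 h substrate reaction, both 25 °C / Detection: p-Nitroaniline absorbance at 405 nm, read at 0 and 120 min / Replication: singlicate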
ZTA counter – counter-screen for EBNA-1 inhibitors: inhibitors of Epstein-Barr virus ZTA | ZTA-DNA binding, fluorescence polarization | 0.15% of 320,000 active | inhibition, % at 11 µM; in the data active = inhibition above about 33%
LAP4 TOR yeast – modulators of LAP4-GFP expression in yeast, primary screen, S. cerevisiae, multiplex flow cytometry, MLPCN library; GFP response vs DMSO, % at 10 µM; 0.34% of 320,000 active; AID 2023, 2009; 3 h; median GFP as percent of DMSO wells;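 active = GFP response vs DMSO above a set limit, about the screen mean plus 3 SD, cut at about 150% in these data; inconclusive = under 70 cell events counted for the yeast strain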
RPL19A TOR yeast – RPL19A-GFP expression modulators in yeast, primary screen, cell-based, S. cerevisiae, multiplex flow cytometry, MLPCN; S. cerevisiae RPL19A-GFP strain, 3 h; active compounds read low; percent response vs DMSO, % at 10 µM; 0.3% of 330,000 active;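 active = percent response vs DMSO below 50%; inconclusive = fewer than 70 events counted for the yeast strain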;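 note: median channel GFP fluorescence of the barcoded RPL19A-GFP strain; ratio of sample median GFP to plate DMSO average so 100% = DMSO; lower means less RPL19A-GFP as with rapamycin TOR inhibition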
procasp3 activ – activators of human procaspase-3 D3A mutant, primary screen, biochemical, absorbance, PC-3 D3A mutant, single concentration | activation, % at 8.5 µM | Caspase-3 (Homo sapiens), P42574 | recombinant procaspase-3 D3A, Ac-DEVD-pNA absorbance 405 nm | 0.11% of 330,000 active;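 active = activation above the mean of all tested compounds plus 3 SD, cut at about 21% in these data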;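 note: 0% = DMSO alone and 100% = DMSO wells spiked with extra 5 µM PC-3 D3A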
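System: Procaspase-3 D3A mutant. Medium: Zinc-free 300 mM NaCl, 50 mM HEPES, 0.01% Triton X-100. Schedule: 1 h preincubation plus 2 h reaction at 25 °C. Measured by: 405 nm absorbance of p-nitroaniline, reads at 0 and 120 min. Read-out: percent activation relative to control range.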
An asterisk follows results filed as active; ? = inconclusive; . = no result given.

SMILES	MEP2 TOR yeast	EBNA-1 inh	AHR act	proCasp7 act	ZTA counter	LAP4 TOR yeast	RPL19A TOR yeast	procasp3 activ
NS(=O)(=O)c1cccc(NC(=O)C(Cc2ccccc2)NC(=O)c2ccccc2)c1 (stereo unspecified)	99	-3	4	2	-5	98	104	-2
O=c1oc2ccc(Cl)cc2nc1/C=C(\O)c1ccco1	94	5	6	-20	-2	125	103	-10
COc1ccc(NS(=O)(=O)c2cccc(C(=O)NCCCN3CCOCC3)c2)cc1	98	-4	6	1	7	94	95	0
CCCCNC(=O)Cn1nc([N+](=O)[O-])c([N+](=O)[O-])c1C	110	0	0	0	-9	99	101	5
CC(C)NC(=O)/C(C#N)=C/c1cccc(NC(=O)c2ccccc2Cl)c1	98	-8	9	-5	-5	99	97	-2
Cc1ccccc1CNC(=O)c1ccc2nc(N3CCOCC3)sc2c1	96	3	11	-9	-4	97	95	8
Cc1cc(C)nc(SC(C(=O)O)c2ccccc2)n1 (stereo unspecified)	93	10	-4	-2	19	88	100	8
Cc1ccc(N2C(=O)C(Cl)=C(N3CCN(C)CC3)C2=O)c(C)c1	101	-5	0	-15	-6	93	93	-6
Cc1onc(-c2ccc(Cl)cc2)c1-c1ccnn1S(=O)(=O)c1ccc(Cl)cc1	98	-1	-2	7	5	111	97	-1
COc1ccc(CCNC(=O)CC2Oc3ccc(Cl)cc3NC2=O)cc1OC (stereo unspecified)	110	5	98*	4	-5	107	106	5
CS(=O)(=O)N(CC(=O)Nc1ccccc1Sc1ccccc1)c1ccc(F)cc1	102	7	3	-4	4	110	106	0
CCN1CCN(CCCNC(=O)Cn2nc(C)n3nc(-c4ccccc4)cc3c2=O)CC1	104	-9	0	-11	-9	97	98	0
O=C(NC1CCCc2ccccc21)C1CCCC1 (stereo unspecified)	103	-3	-1	-2	4	95	102	-9
O=C(CSC(=S)N1CCCC1)N1CCN(S(=O)(=O)c2ccccc2F)CC1	100	10	0	3	-2	97	97	5
COc1ccccc1CN1C[C@@H]2C[C@@H](c3cccc(C)n3)N3CCC[C@@]23C1=O	107	8	1	1	9	102	95	-4
C#CCOCCOCCOCCNc1nc(N2CCN(C(=O)[C@H](CCC(=O)O)n3cc([C@@H](N)CC(N)=O)nn3)CC2)nc(N2CCN(C(=O)[C@H](CCC(=O)O)n3cc([C@@H](N)CC(N)=O)nn3)CC2)n1	88	.	-1	10	.	85	89	-2
O=C(COc1ccc2c3c(c(=O)oc2c1)CCCC3)N[C@@H](Cc1ccccc1)C(=O)O	105	3	1	4	8	105	101	8
Cc1ccccc1-n1ncc2c1CC(C)(C)CC2NC(=O)c1cn[nH]c1C (stereo unspecified)	114	7	-1	7	4	98	109	5
Nc1ccc(-n2cc(-c3ccccc3)[nH]c2=S)cc1	108	17	24	-12	-11	94	107	-14
CCC(=O)N1CCc2cc(S(=O)(=O)NCCc3ccc(S(N)(=O)=O)cc3)ccc21	97	-7	0	-5	-13	88	100	-3
O=S(=O)(Cc1ccccc1)Oc1ccccc1	94	-13	0	-2	-9	105	100	0
CC(=O)n1cc(Nc2ccc([N+](=O)[O-])cc2)c2ccccc21	99	1	23	1	2	115	105	1
O=C(Nc1ccc(F)cc1)Nc1ccc([N+](=O)[O-])cn1	98	9	2	6	3	100	99	0
Cn1c(SCC(=O)N2CCN(Cc3ccccc3)CC2)nnc1-c1ccncc1	112	0	0	2	10	93	105	0
CCc1cccc(C)c1NC(=O)Nc1c(Br)cnn1C	105	4	1	1	-6	121	103	-7
Cc1c(C(=O)Nc2ccc(Cl)cc2)c2ccccn2c1CCc1ccncc1	103	-4	87*	-6	5	95	101	6
Cc1cc(C)cc(NC(=O)CSCc2nc3c(nnn3Cc3ccc(F)cc3)c(=O)[nH]2)c1	120	15	0	-6	3	92	82	-4
CN(C)CCN=Cc1c(O)n(Cc2ccc3c(c2)OCO3)c(=O)c2ccccc12	86	2	-2	9	12	79	95	-1
O=C(O)CCCN1C(=O)/C(=C/C=C/c2ccco2)SC1=S	100	45*	-2	-31	88*	104	94	-11
COc1ccc(OC)c(S(=O)(=O)N2CCN(C)CC2)c1	109	9	-4	0	4	108	108	-5
CCCC(=O)Nc1nnc(SCC(=O)N2CCCCC2)s1	108	3	0	5	8	99	103	3
O=C(NS(=O)(=O)NC1CCCCC1)C1=C(N2CCCC2)COC1=O	106	.	0	5	.	108	107	-1
CCN(C(=O)CSc1nc2n[nH]c(C)c2c(=N)n1-c1ccc(Cl)c(C)c1)c1cccc(C)c1	99	-3	24	9	2	106	100	5
COc1ccc(NC(=O)c2cccnc2)c(OC)c1	102	-10	0	8	2	98	.	-3
CCOC(=O)C1CCN(c2c(NCCN(CC)c3ccccc3)c(=O)c2=O)CC1	109	-9	1	0	-3	107	97	2
C=CCSc1nc(Oc2ccccc2)c2sccc2n1	107	-7	17	-6	4	106	104	-1
Oc1ccc(/C=N/n2cc(-c3ccccc3)[nH]c2=S)cc1	111	-11	64*	-18	9	109	109	-17
N#C/C(=C/c1ccc(Oc2ccc([N+](=O)[O-])cn2)cc1)C(=O)N1CCOCC1	100	-10	-1	0	0	98	100	2
CCOC(=O)/C=C1\SCC(=O)N1CCOc1cccc(Br)c1	105	1	-2	1	8	102	96	5
S=c1[nH]c2ccc(Cl)cc2s1	121	-16	14	-28	3	113	91	-19

Complete entries, looked up by structure. Screens in order: MEP2 TOR yeast	EBNA-1 inh	AHR act	proCasp7 act	ZTA counter	LAP4 TOR yeast	RPL19A TOR yeast	procasp3 activ
Record of N#C/C(=C/c1ccc(Oc2ccc([N+](=O)[O-])cn2)cc1)C(=O)N1CCOCC1 : 100	-10	-1	0	0	98	100	2
Record of O=C(NS(=O)(=O)NC1CCCCC1)C1=C(N2CCCC2)COC1=O : 106	.	0	5	.	108	107	-1
Record of CCN(C(=O)CSc1nc2n[nH]c(C)c2c(=N)n1-c1ccc(Cl)c(C)c1)c1cccc(C)c1 : 99	-3	24	9	2	106	100	5
Record of CCCC(=O)Nc1nnc(SCC(=O)N2CCCCC2)s1 : 108	3	0	5	8	99	103	3
Record of CCc1cccc(C)c1NC(=O)Nc1c(Br)cnn1C : 105	4	1	1	-6	121	103	-7

As a short view, two of the compounds above.
SMILES	MEP2 TOR yeast	EBNA-1 inh	AHR act	proCasp7 act	ZTA counter	LAP4 TOR yeast	RPL19A TOR yeast	procasp3 activ
COc1ccc(NC(=O)c2cccnc2)c(OC)c1	102	-10	0	8	2	98	.	-3
CCOC(=O)C1CCN(c2c(NCCN(CC)c3ccccc3)c(=O)c2=O)CC1	109	-9	1	0	-3	107	97	2

(next part)
SMILES	MEP2 TOR yeast	EBNA-1 inh	AHR act	proCasp7 act	ZTA counter	LAP4 TOR yeast	RPL19A TOR yeast	procasp3 activ
COc1ccc(C(=O)COC(=O)CCn2nnc(-c3cccc(O)c3OC)n2)cc1	102	6	0	5	0	95	96	-4
CCSc1nnc(NC(=O)CSc2nc3c(cc2C#N)CCCC3)s1	105	11	0	-19	3	103	104	-5
COc1cccc(CNn2cnnc2)c1O	109	-11	0	7	-4	109	105	-6
Cc1cccc(N(CC(=O)NCCc2ccccc2)C(=O)CCC(=O)Nc2ccccn2)c1C	104	-1	4	4	-3	91	102	2
CCN(CCO)Cc1csc2ccc(C(C)(C)C)cc12	106	10	0	6	7	101	102	6
COc1cccc(-c2nc(=S)c3c(n2CCCO)CCCC3)c1	97	-4	8	-30	8	96	93	-13
CCCCOC(=O)Cn1c(=O)oc2ccc(C)cc21	106	-3	-2	7	10	100	101	-8
OCC1OC(n2nc3ccccc3n2)C(O)C(O)C1O (stereo unspecified)	107	5	0	-5	9	99	98	1
CC(NC(=O)C1CCN(S(=O)(=O)c2ccc3nc4c(c(C(=O)O)c3c2)CCCC4)CC1)c1ccccc1 (stereo unspecified)	98	3	1	4	13	97	99	-1
CCCCN1CCCC1CNC(=O)c1cc(C#N)c2ccccc2c1OC (stereo unspecified)	89	-8	1	-8	18	100	95	4
Cn1cnc(C(=O)NC2CCN(C(=O)OC(C)(C)C)CC2)c1C(=O)NC1CCN(C(=O)OC(C)(C)C)CC1	100	.	1	-1	.	94	113	1
CC(C)C(=O)NC(=S)Nc1ccccc1F	105	2	-1	-4	-5	101	95	3
CS(=O)(=O)Nc1ccc(N2CCN(c3ccc(C(F)(F)F)cn3)CC2)nc1	101	-11	-5	-7	-19	101	95	4
Cc1cccc(N(C(=O)c2nsc(Cl)c2Cl)C(C(=O)NC2CCCC2)c2ccc(O)cc2)c1C (stereo unspecified)	107	10	4	-4	8	99	101	7
CSc1cc(C)[nH]c(=O)n1	96	-2	1	6	0	90	102	5
O=P(O)(O)COc1ccccc1P(=O)(c1ccccc1)c1ccccc1	?	-13	0	2	-3	?	?	0
CCc1ccc(-c2cc(C)no2)cc1S(=O)(=O)N1CCC(C)CC1	99	-6	3	10	15	108	99	-5
COc1ccc(OC)c(/C=N\NC(=O)c2ccc(COc3ccc(C)cc3[N+](=O)[O-])o2)c1	103	2	30	0	1	102	100	5
CCOc1ccc(N(CC(=O)NCCc2ccccc2)C(=O)c2csnn2)cc1	102	2	2	11	-7	99	101	11
O=C(Nc1nnc(C2=COCCO2)o1)c1ccc(Br)cc1	100	-3	14	0	-2	116	101	0
CCn1cc(Br)c(C(=O)Nc2ccccc2C(=O)OC)n1	116	-10	23	-2	2	106	111	-6
CN(CC(=O)Nc1cccc(F)c1)C(=O)c1ccc(-c2cccc(C(F)(F)F)c2)o1	98	17	0	-3	-2	97	91	2
Cc1cc(C)c(NS(=O)(=O)c2ccc3c(c2)NC(=O)CCS3)c(C)c1	95	-13	5	7	7	92	100	-1
O=C(CCCN=C1NS(=O)(=O)c2ccccc21)OCC(=O)N1CCc2ccccc21	98	4	11	-14	-5	97	95	3
O=C(CN1C(=O)NC2(CCCCC2)C1=O)NC1CCCc2ccccc21 (stereo unspecified)	105	3	3	0	4	102	107	10
CC(=O)c1ccc(S(=O)(=O)N2CCN(C(=O)CN3C(=O)NC4(CCCC4)C3=O)CC2)cc1	101	-3	2	0	-6	96	97	-2
CCOC(=O)C1=C(C)NC(=O)NC1c1ccc([N+](=O)[O-])o1 (stereo unspecified)	103	5	1	-3	24	103	99	3
Fc1ccc(-c2ccnn2-c2ccccc2)cc1	102	0	4	-4	1	87	99	3
Cc1ccc(NC(=O)N(Cc2nc3ccccc3c(=O)[nH]2)Cc2cccs2)cc1	107	-2	6	11	16	94	104	7
N#Cc1c(NCCN)nc(-c2ccco2)c2c1CCCC2	106	-4	14	-16	-10	91	96	-9
COc1ccc(N2CCCn3c2nc2c3c(=O)n(Cc3ccc(C)cc3)c(=O)n2C)c(OC)c1	102	-9	1	0	7	107	100	2
Cc1c(C(=O)OC(C)C(C)C[N+](C)(C)C)oc2ccccc12 (stereo unspecified)	153	5	2	-21	1	107	80	-10
CCOc1ccc2nc(N/C(N)=N/C(=S)Nc3cccc(OC)c3)nc(C)c2c1	103	-1	2	-3	-2	111	99	2
COc1ccc(N(CC(=O)Nc2ccc3c(c2)OCCO3)S(=O)(=O)c2c(C)noc2C)cc1	97	-9	18	-2	-26	108	101	9
